High-throughput results (PubChem BioAssay)
Runt-CBFb FRET – blocks binding of human RUNX1 Runt domain to CBFb. AID 1496. Cerulean-Runt/Venus-CBFb FRET ratio 530/480, 1 h. Q01196+Q13951. inhibition, % at 20 µM. actives 0.46% (n = 220,000);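 active = inhibition over about 50% at 20 µM in the single-dose screen, limit read from the data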;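 note: 0% = DMSO wells and 100% = excess unlabeled CBFb competitor control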
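Measured by: fluorescence energy transfer, 422 nm excitation, 530/480 nm emission; test system: Cerulean-tagged RUNX1 Runt domain (FRET donor) fusion protein; buffer or medium: Tris pH 7.5 buffer with BSA; compound: one dose, 20 µM compound, 1% DMSO; times: two 1 h room-temperature incubations shielded from light; benchmarks: unlabeled CBFb 5 µM, positive control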
Runt-SMMHC FRET – Runt domain-CBFb-SMMHC interaction inhibition. Q01196+Q13951. Cerulean-Runt/Venus-CBFb-SMMHC FRET ratio 530/480, 1 h. inhibition, % at 20 µM. actives 0.74% (n = 220,000);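 active = mean inhibition across duplicate retests at 20 µM reaching about 50%, limit read from the data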;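 note: 0% = DMSO wells and 100% = wells with excess untagged CBFb-SMMHC; inhibitors lower the FRET ratio by blocking Runt binding to CBFb-SMMHC; some results filed as inactive read as strong as hits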
MDM2 E3 inh – blocks human Mdm2 ubiquitin ligase activity. cell-based MDM2 ubiquitination luciferase reporter, 2 h; 0 = plate control, 100 = twice control, blank-subtracted. AID 1230. actives 0.11% (n = 210,000). Q00987. signal enhancement, % at 5 µM;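 active = signal enhancement of 30% or more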;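 note: luminescence tracks abundance of the self-degrading MDM2-luciferase fusion protein; higher signal means inhibition of MDM2 E3 ligase activity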
Target sequence (Q00987 whole entry, looked up, the tested form may be a part): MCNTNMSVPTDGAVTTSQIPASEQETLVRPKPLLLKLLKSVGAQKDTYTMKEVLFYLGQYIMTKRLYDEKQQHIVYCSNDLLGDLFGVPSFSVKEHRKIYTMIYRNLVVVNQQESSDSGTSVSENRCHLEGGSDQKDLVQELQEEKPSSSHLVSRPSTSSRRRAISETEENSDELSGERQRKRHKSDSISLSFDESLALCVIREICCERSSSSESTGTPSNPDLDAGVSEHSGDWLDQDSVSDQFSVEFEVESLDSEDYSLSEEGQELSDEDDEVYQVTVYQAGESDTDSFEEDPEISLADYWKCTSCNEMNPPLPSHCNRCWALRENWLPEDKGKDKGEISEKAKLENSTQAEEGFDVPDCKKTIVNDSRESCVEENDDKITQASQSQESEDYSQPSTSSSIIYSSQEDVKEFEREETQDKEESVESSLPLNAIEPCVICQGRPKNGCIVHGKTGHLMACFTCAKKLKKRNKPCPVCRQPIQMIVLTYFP
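Test system: mammalian cells stably expressing self-ubiquitinating, self-degrading MDM2 E3–luciferase fusion; Amount: 2000 cells in each well; Medium: DMEM; Schedule: 4 h settle plus 2 h compound, 37 °C; Technique: SteadyLite luciferase luminescence after 15 min room-temperature reagent incubation; Benchmarks: plate control and blank wells.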
TbHK1 inh – blocks Trypanosoma brucei hexokinase 1 activity; AID 1430; inhibition, % at 10 µM; recombinant TbHK1, G6PDH-coupled NADH A340; actives 0.11% (n = 220,000);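 active = inhibition of 50% or more in the single-dose primary screen; inactive = inhibition below 50%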
EBV gp42 block – inhibitors of Epstein-Barr virus glycoprotein 42; Fluorescence polarization binding assay, mP read-out; AID 1085; actives 0.42% (n = 220,000); Q1HVG2; inhibition, % (tested at 21.74 µM); in the data active = inhibition above about 50%
Target sequence (Q1HVG2 whole entry, looked up): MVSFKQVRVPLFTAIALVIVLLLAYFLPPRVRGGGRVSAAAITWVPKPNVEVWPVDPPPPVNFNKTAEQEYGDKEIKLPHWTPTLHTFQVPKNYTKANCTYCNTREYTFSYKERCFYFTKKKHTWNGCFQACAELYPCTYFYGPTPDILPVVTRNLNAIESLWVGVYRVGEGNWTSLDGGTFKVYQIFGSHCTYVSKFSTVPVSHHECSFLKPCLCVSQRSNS
Hck Nef HTS – human Hck-Nef kinase inhibition; P08631; Recombinant Hck-YEEI plus Nef, Z-Lyte FRET kinase assay; inhibition, % at 20 µM; actives 0.68% (n = 220,000); AID 463187;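 active = Hck-Nef kinase inhibition above about 50%, limit read from the data; inactive = inhibition below that limit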;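 note: 0% = DMSO with Hck plus Nef and 100% = Hck alone without Nef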
NCF1 inh – blocks human p47phox regulatory protein of NADPH oxidases. p47phox/p22phox peptide binding, fluorescence polarization, 2 h. inhibition, % at 24.7 µM. actives 0.53% (n = 220,000). AID 1274;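 active = inhibition above about 30%, limit read from the data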;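 note: 0% = p47phox with labelled peptide and 100% = labelled peptide alone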
Target sequence (P14598 whole entry, looked up): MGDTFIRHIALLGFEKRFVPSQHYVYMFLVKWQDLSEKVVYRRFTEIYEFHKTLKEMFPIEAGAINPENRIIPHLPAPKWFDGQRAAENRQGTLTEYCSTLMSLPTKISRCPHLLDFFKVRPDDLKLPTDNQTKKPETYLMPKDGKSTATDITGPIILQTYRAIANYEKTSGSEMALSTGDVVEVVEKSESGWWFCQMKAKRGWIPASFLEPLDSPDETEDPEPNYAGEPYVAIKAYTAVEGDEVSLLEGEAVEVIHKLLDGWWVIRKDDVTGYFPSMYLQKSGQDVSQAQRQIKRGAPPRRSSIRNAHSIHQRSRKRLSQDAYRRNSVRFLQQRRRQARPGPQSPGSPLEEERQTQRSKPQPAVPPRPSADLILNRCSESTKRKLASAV
14-3-3 Bad PPI – disrupts binding of bovine 14-3-3 zeta to phospho-Bad peptide. P63103. actives 0.71% (n = 220,000). TR-FRET 14-3-3zeta/Dy647-pBad peptide displacement, 1 h. AID 781. inhibition, % at 21.7 µM;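 active = inhibition above about 70%, limit read from the data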;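 note: 0% = full 14-3-3 plus peptide FRET controls and 100% = background without 14-3-3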
L929 necroptosis – L929 zVAD cell death inhibition; actives 0.38% (n = 220,000); AID 1377; viability rescue, % at 10 µM; L929 zVAD necroptosis rescue, ATP luminescence, 24 h; with zVAD 60 µM;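 active = activation, scaled between plate controls, above about 75%, limit read from the data; inactive = activation under that limit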;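 note: 0% = zVAD with DMSO and 100% = DMSO alone without zVAD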
Numbers without * were called inactive; / = no result given; [ ] = another dose, or the depositor's remark.

SMILES	Runt-CBFb FRET	Runt-SMMHC FRET	MDM2 E3 inh	TbHK1 inh	EBV gp42 block	Hck Nef HTS	NCF1 inh	14-3-3 Bad PPI	L929 necroptosis
Cc1[nH]n2c(=O)c(C#N)c(-c3ccccc3)nc2c1-c1ccccc1	-3	-3	-10	-4	-2	1	-15	-8	0.3
CCOc1ccc(C(=O)CCc2nc3ccccc3s2)cc1	-1	0	-9	13	-1	0	0	10	-0.5
CCOC(=O)c1cn(Cc2cccc(Cl)c2)c2cc(C)nn2c1=O	2	1	-7	-15	-5	2	-17	-5	0.3
Cc1cc(Br)cc(C)c1OCC(=O)NNC(=O)CCC(=O)NCc1ccccc1	-1	0	-7	-1	1	1	-8	-4	1.5
CC1=C(C(=O)Nc2ccccc2C)C(c2ccccc2)NC(=O)N1 (centres undefined)	0	-1	-30	-5	1	3	-8	8[fluorescence artefact?]	0.5
COC(=O)CC(N)c1ccc(OC)c2ccccc12 (centres undefined)	0	2	-12	-2	-6	-6	-9	7	0.1
CC(C)Cc1nc2oc3c(Cl)ncnc3c2c2c1CCC2	-3	0	-5	-2	-3	1	-1	16	-0.2
COc1ccc(C(=O)CCC(=O)Nc2cccc(Cl)c2)cc1	0	0	-8	8	-17	15	-9	5	18
N#CC(C#N)=Cc1cn(-c2ncc(C(F)(F)F)cc2Cl)c2ccccc12	-6	-8	-13	-11	-1	0	-39	/	0.9
CC(CCCC(C)(C)O)NC(=O)c1cc(COc2ccc3ncccc3c2)on1 (centres undefined)	0	1	-9	1	-9	2	2	-10	0.3

Compounds listed so far that have four or more nitrogen atoms:
SMILES	Runt-CBFb FRET	Runt-SMMHC FRET	MDM2 E3 inh	TbHK1 inh	EBV gp42 block	Hck Nef HTS	NCF1 inh	14-3-3 Bad PPI	L929 necroptosis
Cc1[nH]n2c(=O)c(C#N)c(-c3ccccc3)nc2c1-c1ccccc1	-3	-3	-10	-4	-2	1	-15	-8	0.3
N#CC(C#N)=Cc1cn(-c2ncc(C(F)(F)F)cc2Cl)c2ccccc12	-6	-8	-13	-11	-1	0	-39	/	0.9

Remaining list, next part:
SMILES	Runt-CBFb FRET	Runt-SMMHC FRET	MDM2 E3 inh	TbHK1 inh	EBV gp42 block	Hck Nef HTS	NCF1 inh	14-3-3 Bad PPI	L929 necroptosis
CCNC(=O)C(=O)N/N=C/c1cc([N+](=O)[O-])ccc1O	-1	-2	8	-7	-11	27	6	-8	-0.7
Cc1cc(C)c(NC(=O)C[N+](C)(C)CC(O)COc2cccc3ccccc23)c(C)c1 (centres undefined)	-3	0	-10	18	10	27	-6	-8	9.7
Cc1ccccc1NC(=O)Cc1nnc(SCC(=O)Nc2ccccc2)n1C	2	-9	/	-2	-5	-5	0	-6	-0.3
CN1C[C@@H]2C[C@@H](c3cccn3-c3nccs3)N3CCC[C@@]23C1=O	-2	-3	-15	-8	13	-4	3	2	-1.0
O=C(NCc1ccccc1)C1c2ccccc2Oc2ccccc21	-1	0	-1	-1	-12	11	-17	-5	-0.7
COc1ccc(S(=O)(=O)NCCC(C)C)cc1OC	-2	4	-16	-8	-5	-21	1	-8	-1.4
c1ccc2c(c1)OCCOCCOCCOCCOCCOc1ccccc1OCCOCCOCCO2	-2	1	-2	-5	-8	4	-12	-14	0.8
COC(=O)C(/C=N/OCc1ccc([N+](=O)[O-])cc1)NC(=O)c1cccc(Cl)c1 (centres undefined)	0	1	-6	-9	-14	1	3	0	0.0
Cc1cc(=S)cc(C)n1CCCn1ccnc1	0	38	6	-43	-9	8	-12	5	3.9
CC(NC(=O)CCn1nc(-c2ccc(Cl)cc2)ccc1=O)c1ccccc1 (centres undefined)	-2	0	-20	-3	-9	3	1	-8	1.5

Some of these compounds in order of heavy-atom count, lowest first:
SMILES	Runt-CBFb FRET	Runt-SMMHC FRET	MDM2 E3 inh	TbHK1 inh	EBV gp42 block	Hck Nef HTS	NCF1 inh	14-3-3 Bad PPI	L929 necroptosis
Cc1cc(=S)cc(C)n1CCCn1ccnc1	0	38	6	-43	-9	8	-12	5	3.9
COc1ccc(S(=O)(=O)NCCC(C)C)cc1OC	-2	4	-16	-8	-5	-21	1	-8	-1.4
CCNC(=O)C(=O)N/N=C/c1cc([N+](=O)[O-])ccc1O	-1	-2	8	-7	-11	27	6	-8	-0.7
CC(C)Cc1nc2oc3c(Cl)ncnc3c2c2c1CCC2	-3	0	-5	-2	-3	1	-1	16	-0.2
COc1ccc(C(=O)CCC(=O)Nc2cccc(Cl)c2)cc1	0	0	-8	8	-17	15	-9	5	18
CN1C[C@@H]2C[C@@H](c3cccn3-c3nccs3)N3CCC[C@@]23C1=O	-2	-3	-15	-8	13	-4	3	2	-1.0
O=C(NCc1ccccc1)C1c2ccccc2Oc2ccccc21	-1	0	-1	-1	-12	11	-17	-5	-0.7
N#CC(C#N)=Cc1cn(-c2ncc(C(F)(F)F)cc2Cl)c2ccccc12	-6	-8	-13	-11	-1	0	-39	/	0.9
CC(NC(=O)CCn1nc(-c2ccc(Cl)cc2)ccc1=O)c1ccccc1 (centres undefined)	-2	0	-20	-3	-9	3	1	-8	1.5
COC(=O)C(/C=N/OCc1ccc([N+](=O)[O-])cc1)NC(=O)c1cccc(Cl)c1 (centres undefined)	0	1	-6	-9	-14	1	3	0	0.0
CC(CCCC(C)(C)O)NC(=O)c1cc(COc2ccc3ncccc3c2)on1 (centres undefined)	0	1	-9	1	-9	2	2	-10	0.3
Cc1cc(C)c(NC(=O)C[N+](C)(C)CC(O)COc2cccc3ccccc23)c(C)c1 (centres undefined)	-3	0	-10	18	10	27	-6	-8	9.7

More results follow.
SMILES	Runt-CBFb FRET	Runt-SMMHC FRET	MDM2 E3 inh	TbHK1 inh	EBV gp42 block	Hck Nef HTS	NCF1 inh	14-3-3 Bad PPI	L929 necroptosis
O=C(CCSc1nnc(-c2ccc(O)cc2)o1)N1CCOCC1	0	-2	1	-2	-12	-5	-9	-5	1.4
COc1ccc(C2=NN(C(=S)Nc3ccccc3)C(c3ccccc3)C2)cc1 (centres undefined)	2	2	-8	12	-4	-5	-8	-4	0.1
Cc1sc2nc(C3CC3)nc(SCC(=O)N3CCc4ccccc4C3)c2c1C	-1	-7	-25	6	-6	2	-43	-20	-0.1
COc1ccc(/C(N)=N/OC(=O)COc2ccccc2Cl)cc1	2	-2	13	5	-4	5	0	6	-0.1
Cc1onc(-c2ccccc2Cl)c1C(=O)Nc1nc2c(s1)CCCC2	/	-7	4	-5	-15	1	-39	-4	0.1
CN(Cc1c(F)cccc1Cl)c1ccc(S(=O)(=O)N2CCOCC2)cn1	-2	0	-1	-5	-21	-1	8	18	-0.2
O=S(=O)(Nc1cccc(-c2ccc3nncn3n2)c1)c1cccs1	0	0	-5	-3	-2	-19	7	-6	1.4
O=S(=O)(c1ccc(F)cc1)N1CCN(C(=S)NCc2ccccc2)CC1	1	6	-5	-2	3	26	-6	-2	8.0
Cc1cccc(C)c1NC(=O)COC(=O)c1ccc([N+](=O)[O-])o1	3	1	-4	-8	-10	19	26	-20	3.7
Cc1cc(N2CCCC2=O)ccc1S(=O)(=O)Nc1c(C)nn(C)c1C	1	-4	-10	0	-14	14	-8	-8	2.3
CN(C)S(=O)(=O)c1ccc(NC(=O)CN2CCOCC2)cc1	0	1	/	-13	-17	17	-4	3	-0.7
O=C(CCn1c(=O)[nH]c2ccccc2c1=O)N1CCN(c2cccc(C(F)(F)F)c2)CC1	-5	-2	-6	1	4	3	-9	-6	-0.1
COc1ccc(C2/C=C\CN(C(=O)C3CC3)[C@H](Cc3ccccc3)C(=O)N2Cc2ccc(F)cc2)cc1 (some centres undefined)	0	3	5	-7	-15	24	-17	-2	1.4
O=C1CSC(=Nc2ccc(O)cc2)N1c1ccc(O)cc1	1	1	-9	2	-14	1	-2	-4	-0.1
CC(=O)c1nc(N2C(=O)CC(Cc3cccc(C)c3)C2=O)sc1C (centres undefined)	-3	1	-18	0	-15	0	-5	4	-0.2
Cc1ccc(-n2ncc3c(NNC(=O)c4ccco4)ncnc32)c(C)c1	1	2	-16	-3	7	28	5	-6	0.1
Cc1[nH]c2ccccc2c1C(=O)CSC(=S)N(C)C	2	4	0	30	-8	3	-14	-19	2.2
Cc1ccc(OCCCn2ccnc2)c([N+](=O)[O-])c1	-1	2	-2	21	-7	-5	-6	0	-0.1
Cc1cccc(NC(=O)c2sc(NC(=O)c3ccco3)c(C#N)c2C)c1C	6	28	-7	0	2	5	-6	-15	0.8
Cc1ccc(S(=O)(=O)N2CCC(C(=O)Nc3nnc(C45CC6CC(CC(C6)C4)C5)s3)CC2)cc1	1	0	-8	-2	-15	-1	-3	-5[fluorescence artefact?]	3.6
Cc1ccc(N2CCN(CC(=O)Nc3c(C(=O)C4CC4)oc4ccccc34)CC2)cc1	1	-6	-13	-6	-6	2	4	-13	2.9
CCCN(c1ccc(C)cc1)c1nc(=O)c2cccnc2s1	1	-1	-10	-9	-4	18	4	0	-0.8
COc1ccc(CNC(=O)COC(=O)c2cc(-c3cccs3)nc3ccccc23)cc1OC	-1	3	-11	-20	-18	6	22	4[fluorescence artefact?]	0.7
CC(=O)NC(NC(=S)Nc1ccc(S(N)(=O)=O)cc1)C(Cl)(Cl)Cl (centres undefined)	1	-1	-14	-11	-5	15	-12	-5	0.9
O=S(=O)(CCc1ccccc1)N1CCOCC1	3	1	-1	-3	-17	0	0	5	4.1
COn1c(SCC(N)=O)nc2ccccc2c1=O	4	1	-7	1	-2	4	-4	4	1.3
Cc1nn2c(=O)cc(COC(=O)c3ccc(S(=O)(=O)N4CCCCC4)cc3)nc2s1	0	2	11	2	-14	7	-4	9	-0.5
C=CCNC(=S)Nc1cc(C)ccn1	6	11	-20	-5	-3	4	5	-5	-0.2
COc1ccc(CCNC(=O)COC(=O)C2CC2)cc1	-2	2	-90	8	-2	-38	-4	2	-1.1
COC(=O)c1csc(S(=O)(=O)N2CCCCC2)c1OC	1	-4	-9	7	-2	12	2	2	0.2
CN1CCN(S(=O)(=O)c2cnccc2N2CCN(c3cccc(Cl)c3)CC2)CC1	-29	-85	-17	-12	0	2	-3	-1[fluorescence artefact?]	1.8
COc1ccc(/C=C/C(=O)NCCn2c(C)cc3ccccc32)cc1OC	-7	-3	/	-13	-18	0	-19	-8	/
COc1ccc(C(=O)Nc2nc3nccc(-c4ccccc4)n3n2)cc1	-2	1	-2	-13	-6	1	-3	6	3.9
CCOC(=O)N1CCC(=C(C#N)C(=O)Nc2cc(OC)ccc2OC)CC1	2	3	2	-3	-8	1	-98	-12	-0.2
CCC(=O)c1cc2c(cc1NC(=O)c1ccccc1)OCCO2	-11	-3	-22	-11	0	1	3	7	0.8
CCCC(=O)Nc1ccc2c(c1)nc(CCN1CCCCC1)n2C	0	2	-8	-8	-2	17	-2	-3	0.4
COc1ccc(-n2c(C)cc(C(=O)CN3CCCCC3)c2C)cc1	1	2	-11	2	-20	22	-29	-11	-0.1
Cc1ccc2nc(NC(=O)COC(=O)c3ccco3)sc2c1	2	1	-11	-7	-15	1	-16	-5	0.5
CCN(CC)C(=O)COc1ccc(C=O)cc1OC	-1	0	-15	-6	4	2	5	3	-0.6
